Bioassay records: PubChem BioAssay, several laboratories
TRPN1 ag – zebrafish TRPN1 channel agonists, primary screen, cell-based, HEK293, calcium fluorescence | transient receptor potential cation channel N1 (TRPN1/NompC), Danio rerio | HEK293 zebrafish TRPN1-YFP, Fluo-8 calcium fluorescence; 100% = response to 87 µM carbachol | activation, % at 3 µM | 0.18% of 220,000 active | AID 1424, 2008;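 active = activation above its plate's cutoff, the mean activation of test wells on that plate plus 3 SD, cut at about 19% in these data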;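 note: 0% = DMSO alone and 100% = 87 µM carbachol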
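Material: zebrafish TRPN1-YFP in HEK293 cells; Doses: single test compound dose, 3 µM nominal, 0.3% DMSO; Timing: dye loading 1 h at 37 °C, then 30 min room temperature; Technique: intracellular calcium fluorescence with Fluo-8; Benchmarks: high carbachol 87 µM, low DMSO alone.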
RBBP9 inhibitor – human RBBP9 inhibitors, primary screen, biochemical, fluorescence polarization, FP-Rh probe, HTS; Serine hydrolase RBBP9 (Homo sapiens), O75884; recombinant RBBP9; inhibition, % at 7.94 µM; 0.2% of 220,000 active; AID 1515, 2009;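 active = inhibition above the campaign mean of all tested compounds plus 3 SD, cut at about 14% in these data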;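 note: plate controls were DMSO wells with RBBP9 for no effect and wells lacking RBBP9 protein for full effect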
Target sequence (O75884 whole entry, looked up): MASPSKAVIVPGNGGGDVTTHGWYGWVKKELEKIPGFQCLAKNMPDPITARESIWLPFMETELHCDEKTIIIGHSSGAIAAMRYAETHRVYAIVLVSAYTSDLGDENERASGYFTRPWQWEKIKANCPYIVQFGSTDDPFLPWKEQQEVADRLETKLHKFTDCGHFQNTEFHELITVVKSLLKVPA
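Test system: recombinant human RBBP9. Quantity: 2.5 µM RBBP9 dispensing solution, before mixing. Detection: FP readout at 525/598 nm. Reagent: Serine-hydrolase probe FP-Rh, 375 nM pre-mixing. Measure: % inhibition. Control set: DMSO-treated enzyme wells and wells lacking RBBP9. Buffer or medium: Tris-NaCl-Pluronic buffer, pH 8.0. Times: preincubation 30 min plus labeling 45 min at 25 °C.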
TNF death inh – inhibitors of TNF-alpha triggered necroptosis, primary screen, cell-based, Jurkat FADD-/-, single concentration; Jurkat FADD-/- TNF necroptosis rescue, ATP luminescence, 24 h; 0 = TNF only, 100 = no-TNF cells; 0.068% of 220,000 active; activation (protection from cell death), % at 10 µM;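 active = activation, meaning protection from cell death, of at least 50% relative to plate controls; inactive = activation below 50%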;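 note: necroptosis triggered by 40 ng/mL TNF-alpha added together with compound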
Ba/F3 V617F tox – reduced viability of JAK2V617F-dependent Ba/F3 cells, primary screen, JAK2V617F inhibitor project, cell-based, Ba/F3 EpoR-JAK2V617F, luminescence; inhibition, % at 5.6 µM; ATP luminescence; 1.1% of 220,000 active;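 active = inhibition above the campaign mean plus 3 SD over all tested compounds, cut at about 24% in these data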;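 note: cytokine-independent growth of Ba/F3 cells driven by EpoR plus mutant JAK2; 0% = DMSO-treated cells and 100% = JAK inhibitor I control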
BaF3 tox – parental Ba/F3 cell viability inhibition, counter-screen for JAK2V617F inhibitor project, murine pro-B, CellTiter-Glo luminescence; 1.1% of 220,000 active; inhibition, % at 5.6 µM; CellTiter-Glo ATP luminescence;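 active = inhibition above a per-campaign cutoff, the mean inhibition of all tested compounds plus 3 SD, cut at about 27% in these data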;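 note: 0% = DMSO wells and 100% = JAK Inhibitor I control wells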
TRPML3 ag – human TRPML3 channel agonists, primary screen, cell-based, HEK293 TRPML3-YFP, Fluo-8 calcium fluorescence, 3 µM | Mucolipin-3 (Homo sapiens), Q8TDD5 | 100% = the carbachol control signal | activation, % at 3 µM | 0.29% of 220,000 active | AID 1448, 2008;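 active = activation above its plate's cutoff, the mean activation of the plate's test wells plus 3 SD, cut at about 12% in these data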;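 note: 0% = DMSO only wells and 100% = carbachol wells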
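Material: TRPML3-YFP stable HEK293 cells | Dosing: One concentration, 3 µM nominal, 0.3% DMSO | Timing: 125 s total fluorescence read per well | Technique: Fluo-8 calcium dye fluorescence, ex 470-495, em 515-575 nm | Measure: Percent activation from peak-to-basal fluorescence ratio, scaled between DMSO and carbachol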
Wee1 degr inh – Wee1 degradation inhibitors, primary screen, cell-based, HeLa, Wee1K328M-luciferase, luminescence. reporter increase, % at 5 µM. HeLa Luc-Wee1K328M stability; 100% = proteasome inhibitor MG132 effect. 1.2% of 220,000 active;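 active = activation above the mean of all tested compounds plus 3 SD, set per screening run, cut at about 8.8% in these data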;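 note: cells exposed to compound for 20 h before luminescence read; 0% = DMSO alone and 100% = MG132 at 30 µM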
Target sequence (P30291 whole entry K328M): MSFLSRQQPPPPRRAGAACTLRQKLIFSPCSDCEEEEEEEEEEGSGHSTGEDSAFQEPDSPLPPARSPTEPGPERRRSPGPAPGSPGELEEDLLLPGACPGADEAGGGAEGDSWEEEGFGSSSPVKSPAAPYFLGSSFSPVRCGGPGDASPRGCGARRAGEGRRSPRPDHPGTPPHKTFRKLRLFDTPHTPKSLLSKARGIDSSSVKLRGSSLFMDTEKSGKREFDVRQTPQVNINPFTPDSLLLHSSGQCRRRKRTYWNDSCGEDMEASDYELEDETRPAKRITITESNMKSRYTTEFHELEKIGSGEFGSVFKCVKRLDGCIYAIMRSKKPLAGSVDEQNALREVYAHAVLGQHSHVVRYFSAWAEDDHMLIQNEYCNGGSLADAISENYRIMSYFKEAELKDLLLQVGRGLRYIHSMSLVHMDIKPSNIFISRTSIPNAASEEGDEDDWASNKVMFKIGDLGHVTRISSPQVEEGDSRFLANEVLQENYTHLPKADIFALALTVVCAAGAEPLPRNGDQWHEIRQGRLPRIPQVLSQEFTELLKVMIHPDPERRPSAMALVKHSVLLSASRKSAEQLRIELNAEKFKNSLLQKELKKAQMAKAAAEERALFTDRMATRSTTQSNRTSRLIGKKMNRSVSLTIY
CHOP inhibitor – inhibitors of CHOP promoter induction, primary screen, cell-based, unfolded protein response, luciferase reporter; inhibition, % at 10 µM; CHO-K1 CHOP-promoter luciferase, tunicamycin-induced, 15-18 h; 3.8% of 220,000 active;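 active = compounds that reduced the stress-induced luciferase reporter signal by more than about 70% of percent inhibition, limit read from the data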;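 note: 0% = tunicamycin plus vehicle and 100% = wells without tunicamycin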
PPC-1+TRAIL kill – compounds killing PPC-1 cancer cells with TRAIL present, primary screen, TRAIL potentiator project, ATPLite luminescence, uHTS. PPC-1 cells + TRAIL, ATPLite viability luminescence. 0.41% of 220,000 active. AID 1443, 2008. cell killing (% activity), % at 4 µM;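 active = cell killing above 50% in the first pass at 4 µM, then a duplicate retest at 5 µM averaging 50% or more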;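 note: plate controls were cells with TRAIL plus DMSO for no effect and medium-only wells lacking cells for full effect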
An asterisk follows results filed as active.

item	molecule	TNF death inh	BaF3 tox	RBBP9 inhibitor	Ba/F3 V617F tox	CHOP inhibitor	TRPML3 ag	PPC-1+TRAIL kill	Wee1 degr inh	TRPN1 ag
1	CC(=O)Nc1nc(-c2ccc(Cl)cc2)ns1	-0.2	1	-2	-4	-8	1.4	19	5	3.0
2	Cc1ccc(C(=O)N/N=C(/CC(=O)c2cccs2)C(F)(F)F)cc1	1.4	4	-7	-1	-3	0.7	-5	1	2.3
3	CCOC(=O)c1ccc[n+](CC(=O)c2ccc(OC)cc2)c1	1.0	-1	-8	-1	27	1.5	-2	-2	0.7
4	CCC(=O)Nc1ccc(N2CCN(Cc3ccccc3F)CC2)cc1	1.2	6	2	-4	-9	0.6	5	0	0.7
5	O=S(=O)(Cc1ccc(Cl)cc1)N1CCCC1	-0.2	1	-3	-2	-18	0.1	0	0	-0.5
6	COc1ccc(CCNC(=O)CN2C(=O)c3cccc4cccc(c34)C2=O)cc1OC	0.5	1	-4	0	6	0.5	18	1	0.8
7	O=C(O)c1ccccc1C(=O)Nc1ccc(Oc2cccc(C(F)(F)F)c2)nc1	1.8	0	-10	-3	-10	0.6	0	-1	0.8
8	Cc1ccc(OCC(O)CNC(=O)c2ccccc2C(=O)O)cc1 (centres undefined)	-2.4	0	-5	0	10	0.5	5	2	-0.7
9	O=C(COc1ccc(Cl)cc1)OCC(=O)N1CCCc2ccccc21	0.8	4	-8	-3	11	0.5	18	1	-0.1
10	CN(C)CCCN(C(=O)CCc1ccccc1)c1nc2ccc(Cl)cc2s1	4.0	7	-5	0	43	2.5	27	-1	0.6
11	O=C(CSc1cccc2cccc(Cl)c12)NC1=NCCS1	-0.2	2	-10	4	6	0.8	-11	3	-0.5
12	CCc1nnc(NC(=O)CN2CCC(O)(c3ccccc3OC)CC2)s1	-3.7	3	-11	0	21	1.4	4	-3	-0.4
13	Cc1nc(NCCCn2ccnc2)c2oc3ccccc3c2n1	-1.4	1	-3	-4	0	0.3	2	-2	1.1
14	COCCCNCCOCCSc1ccc(Cl)cc1	2.3	4	3	0	28	0.4	30	1	-1.9
15	CCOC(=O)N1CCN(C(=O)c2ccc3c(c2)ncn3C2CCCC2)CC1	-0.4	-2	-4	-2	-1	-0.5	13	3	0.2
16	O=c1nc2n(c3ccc([N+](=O)[O-])cc13)CCCCC2	-0.8	5	-5	1	-21	0.6	4	4	0.5
17	CC1Cc2ccccc2N1C(=O)CSc1ccccc1 (centres undefined)	15	1	1	-2	-17	-1.0	9	0	-0.6
18	O=S(=O)(c1ccccc1F)N1CCN(CC(O)c2ccccc2)CC1 (centres undefined)	0.8	10	-7	1	14	0.7	11	2	0.7
19	CC1=CC(c2ccc(Cl)cc2)n2nc(N3C(=O)CCC3=O)nc2N1 (centres undefined)	-0.8	5	-6	1	38	0.4	20	3	-0.5
20	COc1cccc(CNC(=S)Nc2cc(OC)ccc2OC)c1	-7.9	0	0	-4	0	-1.1	-5	-1	-2.2
21	CCOC(=O)CN(C(=O)CSc1nnc2c(n1)[nH]c1ccccc12)c1ccccc1	0.7	-1	0	-3	17	0.3	2	-1	-0.2
22	COc1ccc(-c2nnc3ccc(SCC(=O)Nc4cc(C)on4)nn23)cc1OC	-0.1	4	-3	2	14	0.4	2	-1	-0.4
23	CCN(CC)S(=O)(=O)c1cc(NC(=O)COC(=O)c2sc3ccccc3c2Cl)ccc1C	3.1	5	-6	-3	4	0.3	1	-4	1.6
24	NC(=O)N/N=C/c1cn(-c2ccccc2)nc1-c1cccs1	-6.2	7	-1	2	5	-0.4	44	16*	-1.2
25	Cc1sc2c(=O)n3c(nc2c1C(=O)NC1CCCCC1)CCCCC3	0.0	2	1	-2	43	-0.7	9	5	-1.5
26	c1nc2sc3c(c2c2nnnn12)CCCC3	0.2	0	-4	0	43	0.8	8	4	0.9
27	CCOc1ccc(NC(=O)CCN2CCN(S(=O)(=O)c3ccc(Cl)cc3)CC2)cc1	-0.6	0	-5	-4	36	1.1	-12	-3	-0.5
28	O=C(CNc1ccc2ccccc2c1)N/N=C/c1cc2ccccc2nc1Cl	-1.2	2	-2	-2	36	-0.4	0	-1	-0.9
29	CCOC(=O)C1CCCN(C(=O)c2ccc(C)cc2O)C1 (centres undefined)	0.1	2	-9	-3	-2	0.9	24	0	-0.4
30	COc1ccccc1-n1cc(C(=O)NCC(=O)N2CCN(c3ccccc3)CC2)c2ccccc2c1=O	-0.1	3	4	5	-19	-0.3	40	1	-0.4

In another format: results already given
[23] CCN(CC)S(=O)(=O)c1cc(NC(=O)COC(=O)c2sc3ccccc3c2Cl)ccc1C
[24] NC(=O)N/N=C/c1cn(-c2ccccc2)nc1-c1cccs1

entry no.	23	24
TNF death inh	3.1	-6.2
BaF3 tox	5	7
RBBP9 inhibitor	-6	-1
Ba/F3 V617F tox	-3	2
CHOP inhibitor	4	5
TRPML3 ag	0.3	-0.4
PPC-1+TRAIL kill	1	44
Wee1 degr inh	-4	16*
TRPN1 ag	1.6	-1.2

Next section
item	molecule	TNF death inh	BaF3 tox	RBBP9 inhibitor	Ba/F3 V617F tox	CHOP inhibitor	TRPML3 ag	PPC-1+TRAIL kill	Wee1 degr inh	TRPN1 ag
31	O=C(O)c1ccc2c(c1)C(=O)N(c1ccc(/C=C/C(=O)c3ccccc3)cc1)C2=O	-0.9	4	1	0	-32	4.7	13	5	5.9
32	COc1cc(C(=O)Nc2ccccc2C2COC(=O)C2=N)cc(OC)c1OC (centres undefined)	0.1	4	-6	2	-7	0.3	10	1	1.8
33	O=C(COc1ccc(Cl)cc1)NCc1nnc(SCC(=O)Nc2ccccc2F)o1	1.2	3	7	-3	12	0.5	-2	0	-0.7
34	Cc1ccc(S(=O)(=O)N2CCN(C(=O)C3COc4ccccc4O3)CC2)cc1C (centres undefined)	-0.2	-1	-4	-4	28	0.1	-2	-1	0.4
35	Cc1c(N=NC2=C(O)CC(C)(C)CC2=O)cc2c(c1[N+](=O)[O-])C(C)(C)CC2(C)C	-2.9	-4	9	-1	7	1.0	30	-2	2.9
36	O=C(c1cccc([N+](=O)[O-])c1)N1CCN(c2ccc(Cl)cc2)CC1	0.8	-3	8	-1	33	1.5	21	-2	0.8
37	O=c1c(Cc2ccc(F)cc2)c(O)ccn1Cc1ccc(Cl)cc1Cl	-2.3	11	-4	0	83*	-0.4	16	2	-0.1
38	Cc1ccc(OCC(=O)N2CCN(c3nnc(-c4ccc(C)cc4)c4ccccc34)CC2)cc1	-6.2	5	-1	-1	97*	-0.7	15	-1	-1.3
39	O=C(/C=C/c1ccco1)NCC1COc2ccccc2O1 (centres undefined)	-7.6	-1	-8	-5	-8	0.2	36	3	0.3
40	CSc1ccccc1NC(=O)CN(c1ccccc1Br)S(C)(=O)=O	1.6	3	-8	0	0	0.2	14	6	0.6
41	COc1ccc(NC(=O)CC2SC(=O)NC2=O)cc1 (centres undefined)	0.6	2	2	-1	11	0.7	-4	0	-0.4
42	Cc1c(Br)c(C(=O)NNC(=O)c2ccc(C(C)(C)C)cc2)nn1C	-0.2	2	-7	-2	-5	0.6	-25	-1	-0.3
43	Cc1cc(N)n(-c2ccc(S(=O)(=O)c3ccc(C(C)C)cc3)cc2)n1	-2.7	6	-10	-5	23	1.8	32	0	2.7
44	CC(=O)N/N=C/c1ccc(OCCOc2ccc(Br)cc2)cc1	1.4	5	-11	2	2	-0.1	20	1	1.2
45	OC(COc1ccc2ccccc2c1)Cn1cncn1 (centres undefined)	-0.4	4	-1	-1	14	0.6	21	-2	1.4
46	COc1cc(CC(=O)Nc2ccc(Cl)c(C(F)(F)F)c2)cc(OC)c1OC	4.9	4	-2	0	53	2.1	4	1	5.3
47	CCOC(=O)C(=CNc1ccccc1C)C(=O)OCC	-4.3	2	6	-1	-4	0.0	6	-1	0.4
48	N#Cc1nc(-c2cccs2)oc1NCCCN1CCOCC1	-0.5	5	2	-2	2	0.8	18	-1	-2.1
49	CCCNC(=O)c1c(N)n(-c2ccc3c(c2)OCO3)c2nc3ccccc3nc12	0.4	5	-6	-2	80*	0.5	22	-2	1.4
50	C/C(=N\Nc1nc2ccc(Cl)cc2o1)c1ccccc1	0.6	1	-10	0	-22	0.3	4	0	-0.7
51	NC(=O)CSc1nnc(-c2ccncc2)n1-c1ccc(Cl)cc1	-0.5	5	-7	-1	10	0.1	11	-1	1.5
52	CCOc1ccc(/C=C/[N+](=O)[O-])c2ccccc12	-15	1	-1	-1	51	8.2	-7	0	0.3
53	C=CCOc1cc(C)nc(-c2ccccc2O)n1	0.8	3	-10	-1	38	0.5	15	-2	-0.5
54	Cn1c(CSc2ncn[nH]2)nc2ccccc21	0.3	4	-6	2	4	0.5	17	-1	0.4
55	O=C(O)/C=C/c1ccccc1Oc1ccccc1	-2.0	-3	-4	-3	-2	0.6	13	0	0.3
56	CCOCCCNC(=O)C(c1ccc(OC)cc1)N(Cc1ccc2c(c1)OCO2)C(=O)c1ccccn1 (centres undefined)	-0.3	12	-10	4	7	2.1	9	4	1.5
57	CC(C)(C)n1nnnc1C(c1cc2cc3c(cc2[nH]c1=O)OCO3)N1CCN(c2ccccc2)CC1 (centres undefined)	-3.3	3	-5	-2	0	0.7	19	-1	0.7
58	Cc1nc2sc(C(c3ccccc3)N3CCN(c4ccccc4F)CC3)c(O)n2n1 (centres undefined)	0.9	0	8	-2	43	-0.5	15	0	-0.5
59	Cn1nnnc1SCC(=O)Nc1ccc2c(c1)OCO2	4.0	-2	-5	5	-17	0.5	28	5	2.1
60	O=C(NCc1ccc(Cl)cc1)C(=O)NCC1OCCN1S(=O)(=O)c1ccc2c(c1)OCCO2 (centres undefined)	3.8	11	-15	7	20	0.5	9	-1	0.0
61	CN(C(=O)c1ccco1)c1nc(CC(=O)Nc2ccccc2)cs1	0.1	2	-3	-6	15	-0.3	9	-1	1.6
62	C/C(=N\Nc1nc(-c2cc(C)ccc2C)cs1)c1cc2ccccc2oc1=O	0.9	2	-6	-4	31	0.2	0	0	0.9
